# PP5 primary: inhibitors of human protein phosphatase 5 (PP5). purified PP5c, OMFP substrate fluorescence. AID 1987. inhibition, % at 6.7 µM. P53041. 320,000 tested, 0.18% active;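 active means inhibition above the campaign's mean inhibition across all tested compounds plus 3 SD, cut at about 9.5% in these data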;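 further: 0% = DMSO only and 100% = 100 µM cantharidin control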
# Target sequence (P53041 whole entry, looked up): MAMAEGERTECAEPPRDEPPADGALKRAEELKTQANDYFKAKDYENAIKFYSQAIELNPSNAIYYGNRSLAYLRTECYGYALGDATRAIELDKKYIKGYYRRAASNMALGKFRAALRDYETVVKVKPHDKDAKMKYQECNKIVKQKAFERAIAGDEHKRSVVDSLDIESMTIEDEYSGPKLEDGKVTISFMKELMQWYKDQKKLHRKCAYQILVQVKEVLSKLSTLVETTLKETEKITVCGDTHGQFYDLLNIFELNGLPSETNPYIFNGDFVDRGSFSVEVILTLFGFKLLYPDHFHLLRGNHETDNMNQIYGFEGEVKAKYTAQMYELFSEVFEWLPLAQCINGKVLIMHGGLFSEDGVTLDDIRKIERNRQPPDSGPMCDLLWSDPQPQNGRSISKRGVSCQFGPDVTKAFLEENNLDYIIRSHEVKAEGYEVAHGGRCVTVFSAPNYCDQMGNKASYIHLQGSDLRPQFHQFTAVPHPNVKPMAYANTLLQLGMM
# TPT1 inhibitor: blocks Candida albicans tRNA 2'-phosphotransferase. inhibition, % at 5 µM. recombinant caTPT1, FP RNA substrate dephosphorylation. AID 1962. 300,000 tested, 0.81% active;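 active means inhibition above the mean of all tested compounds plus 3 SD, set per screening campaign, cut at about 24% in these data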;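 further: plate controls were DMSO alone for no effect and ferristatin control at 100 nM for full effect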
# proCasp7 act: activates human procaspase-7, counter-screen for procaspase-3 activators | 330,000 tested, 0.093% active | P55210 | activation, % at 8.5 µM | AID 463210 | recombinant procaspase-7, Ac-DEVD-pNA absorbance 405 nm; D23A/D198A/D206A triple mutant, cannot self-cleave; scale: DMSO 0, 5 µM enzyme 100;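 active means percent activation above the screen-wide mean plus 3 SD, cut at about 25% in these data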
# Target sequence (P55210 whole entry D23A/D198A/D206A): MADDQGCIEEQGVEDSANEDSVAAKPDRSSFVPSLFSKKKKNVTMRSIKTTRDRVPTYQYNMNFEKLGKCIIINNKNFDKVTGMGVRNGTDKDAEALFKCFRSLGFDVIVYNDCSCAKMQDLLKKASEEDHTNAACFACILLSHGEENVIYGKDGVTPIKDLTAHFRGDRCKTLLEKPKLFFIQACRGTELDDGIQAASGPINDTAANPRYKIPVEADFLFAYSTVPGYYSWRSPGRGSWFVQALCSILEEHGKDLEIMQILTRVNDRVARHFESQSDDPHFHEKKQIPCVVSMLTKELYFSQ
#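 Replicates: singlicate. Assay system: Procaspase-7 triple mutant (PC-7 D3A). Signal: 405 nm absorbance of p-nitroaniline. Times: 1 h preincubation, 2 h reaction. Buffer or medium: Zinc-free HEPES pH 7.4 with 300 mM NaCl, 0.01% Triton X-100. Also added: DEVD-pNA substrate. Benchmarks: DMSO wells as 0%, DMSO with 5 µM added PC-7 as 100%.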
# PP1 inh: blocks human PP1-alpha phosphatase, a PP5 counter-screen. inhibition, % at 6.7 µM. AID 2235. purified PP1alpha, OMFP fluorescence. P62136. 320,000 tested, 0.9% active;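 active means inhibition above the mean inhibition of all tested compounds plus 3 SD, computed separately for each screening campaign, cut at about 15% in these data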
# Fh CTSL1 inh: cathepsin L1 inhibition, PFM18AAP counter-screen; recombinant F. hepatica cathepsin L1, Z-Leu-Arg-MCA fluorescence; inhibition, % at 5.96 µM; 300,000 tested, 0.49% active; AID 1906;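 active means inhibition above the mean of all tested compounds plus 3 SD, set per screening campaign, cut at about 17% in these data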;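 further: 0% = plate median of test compound wells and 100% = 1 µM Z-Phe-Ala-diazomethylketone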
# Efflux pump mplx: inhibitors of Candida antifungal efflux pumps expressed in yeast; S. cerevisiae Candida pump triplex, Nile Red efflux; AID 485275; 330,000 tested, 0.44% active; inhibition, % at 10 µM;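 active means plate passing quality check with inhibition over a set limit, or well fluorescence over plate mean plus 4 SD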;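 further: Nile Red retained in pooled yeast measured as flow cytometry median fluorescence; 0% = buffer negative control and 100% = Enniatin B positive control; higher means more Nile Red kept so more efflux inhibition; some compounds called inactive have numbers as strong as hits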
# JMJD2C inh: human JMJD2C demethylase inhibition; Q9H3R0; GST-JMJD2C(1-420) H3K9me3 demethylation, DELFIA europium; inhibition, % at 2.35 µM; 330,000 tested, 0.069% active; AID 2099;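 active means more than half of a compound's replicate wells show inhibition beyond 50%, single wells judged on their own value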;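 further: signal counts dimethyl H3K9 product captured on neutravidin plate; 0% = median of DMSO wells and 100% = 0.3 times that DMSO median; strong numbers were not always called active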
# proCasp3 act: activates human procaspase-3 | recombinant procaspase-3 D3A, Ac-DEVD-pNA absorbance 405 nm | P42574 | activation, % at 8.5 µM | 330,000 tested, 0.11% active;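 active means activation above the mean of all tested compounds plus 3 SD, cut at about 21% in these data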;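 further: 0% = DMSO alone and 100% = DMSO wells spiked with extra 5 µM PC-3 D3A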
# Target sequence (P42574 whole entry D9A/D28A/D175A): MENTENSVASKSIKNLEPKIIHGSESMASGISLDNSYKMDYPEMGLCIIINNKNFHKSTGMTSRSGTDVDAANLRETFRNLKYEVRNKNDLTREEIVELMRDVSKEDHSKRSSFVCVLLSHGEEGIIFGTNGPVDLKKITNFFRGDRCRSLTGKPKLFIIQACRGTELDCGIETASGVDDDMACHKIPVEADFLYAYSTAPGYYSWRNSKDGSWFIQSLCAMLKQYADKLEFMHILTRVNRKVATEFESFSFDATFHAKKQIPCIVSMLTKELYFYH
#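 Assay system: Autoprocessing-dead procaspase-3 D3A mutant enzyme; also added: Ac-DEVD-pNA; doses: one concentration, 8.5 µM nominal, 0.8% DMSO; times: 1 h compound preincubation, 2 h substrate hydrolysis at 25 °C; technique: 405 nm absorbance of p-nitroaniline, reads at 0 and 120 min; measure: % activation between DMSO and enzyme-spiked controls; repeats: single replicate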
# core dimer inh: HCV core protein dimerization inhibition; TR-FRET GST/Flag-core106 dimerization, 1536-well; 300,000 tested, 0.33% active; AID 1899; inhibition, % at 5 µM;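 active means inhibition above the mean of all tested compounds plus 3 SD, set per screening campaign, cut at about 45% in these data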
#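 Test system: GST/Flag-tagged HCV core106 proteins; Medium: KF-containing HEPES buffer, pH 7.45, DTT, CHAPS, BSA; Times: compound-protein-antibody incubation 4 h at 22.5 °C; Detection: TR-FRET 671 and 617 nm emission; Benchmarks: wells lacking GST-core106 and wells with excess unlabelled core106.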
# Starred values were filed as active, the others as inactive; i = inactive; . = no result given; & = joins results of further samples.
SMILES,PP5 primary,TPT1 inhibitor,proCasp7 act,PP1 inh,Fh CTSL1 inh,Efflux pump mplx,JMJD2C inh,proCasp3 act,core dimer inh
CN1C(=O)CSc2ccc(NC(=O)NCc3ccc(F)cc3)cc21,0.9,0,19,-4,0,-0.1,1,-1,32
COc1ccc(S(=O)(=O)NCCC(=O)NC2CCCCC2C)cc1[N+](=O)[O-] (stereo not given),.,.,6,.,.,0.0,2,-1,.
O=S1(=O)N=C2CCCCCN2C(c2ccc(F)cc2)N1 (stereo not given),0.7,0,9,1,0,0.0,-2,-2,-4
CC(=O)N(C(C)=O)S(=O)(=O)c1ccc(N=NN2CCOCC2)cc1,-1.2,3,-1,-3,0,-0.2,0,5,1
Cn1nc(C(=O)N2CCC(C(N)=O)CC2)c2c1-c1ccccc1SC2,3.4,3,-7,-3,-8,0.8,10,-4,-14
CN(C(=O)COC(=O)CSc1ccc([N+](=O)[O-])cc1)c1ccccc1,2.1,.,10,-2,.,0.1,5,9,.
Cc1ccc(S(=O)(=O)N2CCOCC2)cc1C(=O)NCc1cccs1,-0.6,-2,1,-4,-3,0.0,0,-9,-2
CC1CN(C)C(C)CC1NCc1ccc2c(c1)OCO2 (stereo not given),-1.0,-1,-3,-2,9,0.0,41,5,-2
CCOc1ccc2nc(N3C(=O)C(O)=C(C(=O)c4ccco4)C3c3ccco3)sc2c1 (stereo not given),1.4,.,-6,14,.,0.2,16,3,.
O=C(CCn1c(=O)oc2cc(Cl)ccc21)Nc1ccc(O)cc1,0.3,-5,2,-2,7,-0.5,-21,-11,-3
Cc1ccc(NC(=O)c2nnn(-c3ccc4c(c3)OCCO4)c2N)cc1,3.9,2,0,2,2,0.0,-5,-4,2
O=C(NC1CCCC1)C1CCN(c2nccs2)CC1,-7.3,1,-20,-8,2,0.0,-11,-15,-3
CC(C)Oc1ccccc1OCCN(C)C,0.1,-10,5,-2,-2,-5.7,-6,1,-10
COc1ccc(-c2ccc(-c3noc(-c4ccccc4)n3)c(OC)n2)cc1,1.6,10,-9,-4,0,0.1,6,-4,-11
NC(=O)C1CCN(C(=O)c2cccc(CN3C(=O)c4ccccc4C3=O)c2)CC1,2.5,.,5,9,.,0.0,9,11,.
CCN1CCN(CC(=O)Nc2cccc(C)c2)C(=O)C1=O,-3.8,1,9,-4,-2,-0.1,-9,4,0
CC(C)NS(=O)(=O)c1ccc(OCC(=O)NCc2ccco2)cc1,1.7,-3,12,-9,-2,0.1,-27,-3,1
Cn1cc([N+](=O)[O-])c(C(=O)N/N=C/c2ccccc2)n1,-0.1,-3,2,2,-4,-0.2,0,2,-5
COc1ccc(/C=C/C(=O)NC2=NCCS2)cc1OC,0.2,0,0,-5,-4,-0.1,4,8,-2
CCN1C(C)=C(C)S/C1=C1\SC(=S)N(N)C1=O,-2.0,-1,-32,3,8,-0.2,12,-30,-13
CCOC(=O)CSc1nncc2ccc(OC)c(OC)c12,-2.5,2,0,-2,3,-0.3,13,-3,1
O=C(c1cccc(S(=O)(=O)N2CCCC2)c1)N1CCN(c2ccccc2)CC1,-0.4,-2,-3,2,1,0.0,i,0,3
O=C(/C=C/NNC(=O)c1ccccc1)c1ccccc1,1.0,-4,-1,3,5,0.0,-2,-3,-4
COc1ccc(-c2cc3c(=O)n(CC(=O)Nc4ccc(Cl)cc4)nc(C)n3n2)cc1,1.1,-3,-5,0,-3,0.0,-2,5,-5
CCOC(=O)c1oc2ccccc2c1CN1CCOCC1,0.6,3,9,-12,-4,0.0,12,-6,2
COc1ccc(S(=O)(=O)N2CCC(C(=O)N3CCN(c4ccccc4OC)CC3)CC2)cc1,2.4,0,10,-6,-1,-0.1,-6&1,1,6
O=C(c1cc(COc2ccc(F)cc2Cl)on1)N1CCC(OCc2cccnc2)CC1,3.6,-2,2,-1,7,-0.1,-11,2,-2
O=C(Cn1cnc2ccccc2c1=O)Nc1nnc(C2CC2)s1,-0.4,2,-5,-1,-6,0.4,-1,4,-6
Cc1[nH]c2ccccc2c1C(c1ccncc1)N1CCN(c2ccccn2)CC1 (stereo not given),2.5,5,3,-3,0,0.0,18,-3,0
COc1ccc(CNC(=O)C2CCC(CNS(=O)(=O)c3cccc4cccnc34)CC2)cc1 (stereo not given),-2.7,4,2,-5,-2,0.1,-2,3,4

# Full records from above:
# COc1ccc(-c2cc3c(=O)n(CC(=O)Nc4ccc(Cl)cc4)nc(C)n3n2)cc1 in the list: PP5 primary: 1.1; TPT1 inhibitor: -3; proCasp7 act: -5; PP1 inh: 0; Fh CTSL1 inh: -3; Efflux pump mplx: 0.0; JMJD2C inh: -2; proCasp3 act: 5; core dimer inh: -5
# CCOC(=O)c1oc2ccccc2c1CN1CCOCC1 in the list: PP5 primary: 0.6; TPT1 inhibitor: 3; proCasp7 act: 9; PP1 inh: -12; Fh CTSL1 inh: -4; Efflux pump mplx: 0.0; JMJD2C inh: 12; proCasp3 act: -6; core dimer inh: 2

# Going on with the list:
SMILES,PP5 primary,TPT1 inhibitor,proCasp7 act,PP1 inh,Fh CTSL1 inh,Efflux pump mplx,JMJD2C inh,proCasp3 act,core dimer inh
COc1ccc(/C=C2/SC(=O)N(CCNC(=O)C3CCCN3C(=O)c3cccs3)C2=O)cc1 (stereo not given),0.2,0,-1,2,4,0.1,10,-3,6
CN(C)C1=NC[C@H](Cc2ccccc2)N1CCCC1CCCC1,0.3,4,-4,3,-4,0.0,23,2,-2
CCn1c2ccccc2c2nnc(SCCN3CCCCC3)nc21,0.2,0,8,0,0,-0.1,6,3,8
Cc1ccccc1NC(=O)Nc1ccccc1C(=O)NCc1ccccc1,17*,-3,6,0,-2,-0.1,1,1,1
Cc1ccc(C(=O)Nc2nc(-c3ccccn3)cs2)o1,0.3,0,-2,23*,2,0.1,-3,1,14
COc1ccc(C(=O)Oc2ccc(/C=N/NC(=O)c3cccnc3)cc2OC)cc1,2.3,.,0,2,.,-0.1,1,6,.
Cc1ccc(OC/C(O)=C(\C#N)c2nc3ccccc3s2)cc1,1.1,1,-1,4,3,-0.1,2,1,6
O=C(Cn1cc(C(F)(F)F)ccc1=O)N/N=C/c1ccc(Cl)cc1Cl,-1.7,-6,-3,2,-1,-0.1,12,1,-9
O=C1SCCC1NS(=O)(=O)c1ccc([N+](=O)[O-])cc1 (stereo not given),0.8,-2,-3,0,21*,-0.2,-1,-6,6
CCOC(=O)c1c(NC(=O)CSc2nnc(C)s2)sc2c1CCC(C)C2 (stereo not given),6.7,2,-6,3,2,0.2,-21,3,7
COc1cc(OC)c(NC(=O)c2sc3ncn(CC(=O)N4CCN(c5ccccn5)CC4)c(=O)c3c2C)cc1Cl,0.2,2,-7,-1,4,-0.1,7,-6,21
COc1cc(NC(=S)NC2CC(C)(C)NC(C)(C)C2)cc(OC)c1,-0.3,-2,3,1,-1,0.2,10,1,-1
Cc1ccc(CNC(=O)COC(=O)c2cc(C)oc2C)cc1,1.8,.,11,-1,.,0.0,11,5,.
Cc1ccc2[nH]c3c(=O)n(N)c(C)nc3c2c1,0.5,-8,8,-2,-1,0.1,0,4,-7
CCc1cc(C(=O)NCC(c2cccs2)N2CCOCC2)sc1C (stereo not given),-1.6,0,5,-2,-2,0.1,5,-5,1
CN(Cc1ccccc1)C(=S)NC(=O)c1ccc(-c2ccccc2)cc1,-1.2,-2,-3,0,2,0.0,0,-1,6
CCCc1ccc(-c2ccc(C(=O)O)cc2)nc1,-2.2,-1,-3,1,3,0.0,0,0,-3
Cc1ccc(-c2cc(C(=O)Nc3ccc4c(c3)OCCO4)c3ccccc3n2)cc1,3.2,0,-2,-3,4,0.1,-1,4,2
COCCN(C(=O)Nc1ccc(OC)cc1OC)C1CCN(C(C)C)CC1,-0.6,1,-12,-1,1,0.0,4,-3,-3
CCOc1ccc(C2/C(=C(/O)c3ccc(S(=O)(=O)N4CCCCC4)cc3)C(=O)C(=O)N2CCCOC)cc1OC (stereo not given),-0.9,-5,-11,3,2,-0.1,-19,1,-3
CCOC(=O)/C(C#N)=N/Nc1ccccc1OC,2.5,9,-7,0,7,-0.5,2,6,-7
COc1ccccc1CNCc1cccc(Oc2ccccc2)c1,0.5,-1,6,1,1,0.0,-5,-3,0
CC1(C)C2CCC(C2)C1(C)NC(=O)C[N+](C)(C)C (stereo not given),2.3,-1,12,-4,0,0.0,-27,0,0
Cc1ccc(N(Cc2ccc([N+](=O)[O-])cc2)C(=O)c2ccco2)cc1C,1.3,-4,10,0,-3,-0.1,15,-6,20
Cc1ccc(Nc2cc(C)nc3nnnn23)cc1,4.9,-4,-2,-2,0,0.1,6,9,-5
COc1ccc(N/C=C\C(=O)c2ccc3c(c2)OCO3)cc1,0.2,3,-8,0,3,-0.1,10,7,3
Cc1ccc(O)c(C(=O)c2cc(C#N)c(=O)n(-c3c(C)n(C)n(-c4ccccc4)c3=O)c2)c1,-0.2,12,3,-1,-1,-0.2,-2,9,0
O=C(CN1C(=O)c2ccccc2C1=O)NCc1ccncc1,1.1,-1,7,0,-2,-0.1,-8,2,0
Cc1ccc(CNC(=O)c2cc(Cl)cc(Cl)c2)n1C,3.1,-1,5,0,3,-0.1,-5,3,7
CCCCCCCNC(=O)C1(CC2CC(c3cccc(Br)c3)=NO2)CCN(C(=O)C2CCCC2)CC1 (stereo not given),0.7,-1,3,7,-2,-0.1,-4,2,3
COc1ccc(CCNC(=O)CCc2nnc(Cc3ccc4c(c3)OCO4)o2)c(OC)c1,0.2,-1,3,-2,3,0.1,-5,13,3
COc1ccc(NCc2ccc(OC)c(OC)c2)cc1,0.8,1,2,-5,-1,7.5*,-14,1,-3
COc1ccc(-n2nc3c(c2NC(=O)c2ccc4c(c2)OCO4)CS(=O)(=O)C3)cc1,-1.8,2,6,-2,1,-0.2,3,-6,8
OCCC1CN(Cc2ccccc2O)CCN1CCc1ccccc1 (stereo not given),-3.8,-2,5,-4,-5,0.1,-5,-5,-1
COc1cc(C(=O)NC(C)c2cc(C)ccc2C)ccc1OCC(=O)N1CCOCC1 (stereo not given),0.5,.,1,-3,.,-0.2,-1,3,.
NNC(=O)c1n[nH]c(=O)c2ccccc12,-0.7,3,10,1,-1,0.0,3,-3,-4
CCOC(=O)c1ccccc1NS(=O)(=O)c1ccc(OCC)cc1,5.3,-3,-7,11,3,0.0,-1,4,-1
CCCc1nnc(NC(=O)C2CCN(C(=O)c3ccco3)CC2)s1,5.8,-2,7,-1,-3,-0.1,7,-3,2
CCCCC(=O)Nc1ccccc1N1CCN(c2ccc(F)cc2)CC1,2.5,0,3,4,2,0.0,42,4,3
C/C(=N\Nc1nncc2ccccc12)c1ccc(C(C)(C)C)cc1,2.8,-3,9,1,2,-0.2,.,-1,0

# From PubChem
